Bioassay records deposited in PubChem BioAssay by several laboratories.
KCNQ1 pot: human KCNQ1 channel potentiation or activation | CHO-K1 KCNQ1, thallium flux FluxOR fluorescence; stronger effect = higher value | 310,000 tested, 0.35% active | B-score at 10 µM;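 active means fluorescence ratio B-score, a plate-corrected score, at least three library SD, with initial intensity B-score within 5 SD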
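System: CHO-K1 cells stably expressing KCNQ1 / Medium: assay buffer for compound exposure, DMSO matched across wells / Reagent: thallium- and potassium-containing depolarizing buffer / Compound: one concentration, matched DMSO / Incubation: 20 min compound pretreatment at room temperature / Measured by: kinetic FluxOR fluorescence, 10 s baseline plus 110 s post-stimulus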
GSK3B inh: human GSK3beta kinase inhibition | 300,000 tested, 0.038% active | activity score (negative = inhibition), % at 10 µM | GST-GSK3beta kinase, ADP-Glo luminescence, 60 min; stronger effect = lower value | AID 2097;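 active means more than half of replicate wells score below -50%, meaning over 50% inhibition versus plate controls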;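 further: 0% = median DMSO wells and -100% = median GW8510 positive control wells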
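Test system – GST-tagged human GSK3beta kinase, cell-free · Incubation – 60 min enzyme reaction, room temperature · Signal – ADP-Glo luminescence · Also added – peptide substrate and ATP at 25 µM · Controls – DMSO neutral wells and GW8510 at 20 µM as positive · Buffer or medium – Tris/MgCl2 kinase buffer · Measure – Luminescence-derived activity versus plate DMSO and GW8510 wells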
GSK3 alpha inh: inhibitors of human GSK-3 alpha kinase; inhibition, % at 10 µM; P49840; AID 2650; ADP-Glo luminescence, 60 min; 320,000 tested, 0.1% active;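 in the data active means inhibition above about 50%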;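 further: GST-tagged GSK-3 alpha with peptide substrate and 25 µM ATP; 0% = DMSO neutral wells and 100% = GW8510 positive control wells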
Dyrk1A ADPGlo: blocks rat Dyrk1A kinase activity. inhibition, % at 12.5 µM. ADP-Glo luminescence, NFATc1 peptide. 310,000 tested, 0.43% active. Q63470; in the data active means inhibition above about 50%;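 further: plate controls were vehicle with enzyme for no effect and no enzyme for full effect; many of its hits are not listed in these tables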
KCNK9 inh: human KCNK9 channel inhibition; Q9NPC2; HEK293 KCNK9, FluxOR thallium flux fluorescence; stronger effect = lower value; B-score at 10 µM; 310,000 tested, 1.2% active;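 active means ratio B-score over 3 SD below the library mean, with starting fluorescence within 5 SD of its mean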;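 further: negative B-score means less thallium flux so channel inhibition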
Target sequence (Q9NPC2 whole entry, looked up): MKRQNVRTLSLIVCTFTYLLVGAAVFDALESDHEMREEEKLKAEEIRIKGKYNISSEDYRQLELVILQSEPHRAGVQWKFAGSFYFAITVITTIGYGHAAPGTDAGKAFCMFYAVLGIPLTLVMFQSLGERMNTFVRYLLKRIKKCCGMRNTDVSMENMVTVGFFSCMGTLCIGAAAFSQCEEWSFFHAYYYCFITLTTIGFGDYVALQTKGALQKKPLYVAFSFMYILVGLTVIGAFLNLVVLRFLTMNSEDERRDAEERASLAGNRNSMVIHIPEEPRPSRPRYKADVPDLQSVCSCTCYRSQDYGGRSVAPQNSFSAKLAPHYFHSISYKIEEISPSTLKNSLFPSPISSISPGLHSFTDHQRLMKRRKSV
hERG rescue: hERG (human) protection from proarrhythmic block; activation (rescue from dofetilide block), less the hit threshold, % at 10 µM; 310,000 tested, 0.51% active; CHO-hERG, FluxOR thallium flux, dofetilide IC70 present; AID 1511; Q12809;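 active means activation above the mean of controls blocked by dofetilide plus 5 SD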;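 further: thallium influx through hERG after potassium depolarization seen as dye fluorescence rise; in these data hits start at about 4.7%; inactives centre near -7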
PolyA inhibitor: yeast polyadenylation inhibition. AID 1875. calls only at 12 µM. 300,000 tested, 0.02% active. S. cerevisiae SKY197-pL101 polyadenylation reporter, beta-gal luminescence; efflux-impaired pdr1/pdr3 knockout yeast; score 100 = 6 SD above DMSO;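 active means lowest replicate activity score at least 50, where 100 means six control SD above control mean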;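 further: yeast exposed to compound for 9 h at 30 °C; higher score means more reporter readthrough which indicates perturbed polyadenylation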
RGS4 block: human RGS4 inhibition. P49798. HEK293 M3R/RGS4 inducible, Fluo-4 calcium flux; stronger effect = higher value; triggered by carbachol at its EC20. B-score at 10 µM. 310,000 tested, 0.45% active. AID 463165;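 active means B-score, a plate-corrected calcium signal, over three deviations above library mean, with baseline fluorescence within five deviations of library mean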;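 further: RGS4 expression induced by doxycycline in cells with stable M3 receptor; B-score is computed from the integrated fluorescence ratio over baseline after carbachol; higher B-score means a larger calcium signal and so more RGS4 inhibition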
Target sequence (P49798 whole entry, looked up): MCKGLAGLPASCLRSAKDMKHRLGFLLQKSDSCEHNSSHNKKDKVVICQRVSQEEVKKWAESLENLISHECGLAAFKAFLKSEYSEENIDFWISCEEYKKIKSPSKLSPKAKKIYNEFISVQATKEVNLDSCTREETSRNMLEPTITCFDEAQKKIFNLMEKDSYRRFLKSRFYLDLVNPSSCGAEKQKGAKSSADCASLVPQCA
RGS4 act: potentiators or activators of RGS4 | HEK293 M3R/inducible RGS4, carbachol calcium flux Fluo4; stronger effect = lower value | B-score at 10 µM | 310,000 tested, 0.92% active | AID 463111;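 active means B-score of the integrated calcium signal more than 4 SD below the library mean, with starting fluorescence not abnormally high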;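 further: negative B-score means reduced calcium response which marks RGS4 activation or potentiation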
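Also added: carbachol at ECmax as muscarinic agonist stimulus; Assay system: HEK293 cells with stable M3R and inducible RGS4; Timing: overnight RGS4 induction, 30 min dye load 37 °C, 20 min compound RT; Measured by: Fluo4-AM (2 µM) calcium-flux fluorescence, kinetic read.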
KCNQ1 block: human KCNQ1 channel inhibition. P51787. CHO-K1 KCNQ1, FluxOR thallium flux fluorescence; stronger effect = higher value. B-score at 10 µM. 310,000 tested, 1.3% active. AID 2642;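 active means compounds whose thallium flux B-score, printed positive for inhibition, exceeds three library SD while starting fluorescence stays within three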;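 further: channel opened by potassium depolarization with thallium stimulus after 20 min compound exposure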
KCNK3 inh: human KCNK3 channel inhibition, primary screen; O14649; CHO-KCNK3 thallium flux, FluxOR fluorescence; stronger effect = lower value; B-score at 10 µM; 340,000 tested, 0.84% active; AID 602410;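 active means B-score under library mean minus 4 SD, starting fluorescence ratio at most library mean plus 5 SD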;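 further: more negative B-score means stronger inhibition of thallium flux through KCNK3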
Target sequence (O14649 whole entry, looked up): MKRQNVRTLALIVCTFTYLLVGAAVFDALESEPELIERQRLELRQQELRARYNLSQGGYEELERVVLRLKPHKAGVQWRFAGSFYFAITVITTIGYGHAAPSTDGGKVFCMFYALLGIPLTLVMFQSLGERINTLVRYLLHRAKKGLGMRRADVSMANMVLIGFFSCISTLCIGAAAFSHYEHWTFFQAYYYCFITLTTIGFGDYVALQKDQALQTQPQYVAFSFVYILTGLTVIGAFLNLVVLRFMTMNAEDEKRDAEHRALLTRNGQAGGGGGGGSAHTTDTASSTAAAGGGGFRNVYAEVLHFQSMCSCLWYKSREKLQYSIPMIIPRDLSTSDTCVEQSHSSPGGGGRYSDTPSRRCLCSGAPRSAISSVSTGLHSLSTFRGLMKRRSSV
Active calls of the source: *; i = inactive; / = no result given. This is a subset. The share of hits here may be higher or lower than overall.

nr | SMILES | KCNQ1 pot | GSK3B inh | GSK3 alpha inh | Dyrk1A ADPGlo | KCNK9 inh | hERG rescue | PolyA inhibitor | RGS4 block | RGS4 act | KCNQ1 block | KCNK3 inh
1 | Cc1nn(C(=O)CNS(=O)(=O)c2ccccc2)c(C)c1Sc1ccc(Cl)cc1 | i | 1 | 2 | -4 | i | -18 | i | i | i | i | i
2 | CC(Oc1ccccc1)C(=O)N1CCC2(CC1)Oc1ccc(F)cc1C(=O)C21CC(c2cccnc2)=NO1 (stereo not drawn) | i | 2 | 0 | -1 | i | -4 | i | i | i | i | i
3 | O=C(CO/N=C/c1ccccc1OC(F)F)NCc1cccs1 | i | 1 | -6 | 2 | i | -16 | i | i | i | i | i
4 | CC(C)CNC(=O)c1cnn2c(C(F)(F)F)cc(C(F)(F)F)nc12 | i | 0 | 3 | / | i | -8 | i | i | i | i | i
5 | CCC(C)[C@H](NC(=O)[C@@H]1Cc2ccccc2CN1)C(=O)NCc1ccc(OC)cc1 (stereo partly drawn) | i | 3 | -2 | -3 | i | -5 | i | i | i | i | i
6 | CCN(CC)CCn1c2c(c(SCC(=O)Nc3cccc4ccccc34)nc1=O)CCCC2 | i | 3 | -2 | 2 | i | -7 | i | i | i | i | i
7 | c1ccc(-c2nc(NCCCN3CCOCC3)c3ccccc3n2)cc1 | i | -3 | 2 | 8 | i | -12 | i | i | i | i | i
8 | Clc1cc(Cl)cc(Nc2ncnc(-n3cccc3)n2)c1 | i | -11 | 1 | / | i | -2 | i | i | i | i | i
9 | Cc1cc(C)c(NC(=O)NC(=O)C(Cl)(Cl)Cl)c(C)c1 | i | 1 | -1 | 6 | i | -12 | i | i | i | i | i
10 | O=S(=O)(Cc1ccc(Cl)cc1)c1ccccc1-c1nnc(-c2ccc(Cl)cc2)o1 | i | 3 | -2 | 13 | i | 2 | i | i | i | i | i
11 | O=C(Cn1nnc(-c2ccc(NC(=O)c3ccccc3F)cc2)n1)NCc1ccc(F)cc1 | i | 1 | -4 | -3 | i | -3 | i | i | i | i | i
12 | COc1ccc(N2C(=O)CC(N3CCN(S(=O)(=O)c4cc(C)ccc4C)CC3)C2=O)cc1 (stereo not drawn) | i | 2 | 1 | -3 | i | -5 | i | i | i | i | i
13 | CCOc1ccc(C2/C(=C(\O)c3cccc(OC)c3)C(=O)C(=O)N2c2ccccn2)cc1OC (stereo not drawn) | i | 2 | 0 | 1 | i | -11 | i | i | i | i | i
14 | Cc1ccc(S(=O)(=O)N2CCN(C(=O)c3ccccc3OCc3c(C)noc3C)CC2)cc1C | i | -1 | -1 | -13 | i | -14 | i | i | i | i | i
15 | Cc1ccc2oc(/N=C(\N)NC(=O)C3CC3)nc2c1 | i | 2 | 4 | 9 | i | -5 | i | i | i | i | i
16 | NC(=O)c1ccc[n+](CC(=O)c2ccc(Cl)c(Cl)c2)c1 | i | -7 | -2 | -3 | i | -3 | / | i | i | i | i
17 | CC(OC(=O)c1ccncc1)C(=O)Nc1ccc([N+](=O)[O-])cc1Cl (stereo not drawn) | i | -2 | -2 | -2 | i | -3 | i | i | i | i | i
18 | CC(C)CNC(=S)N(CCO)Cc1cc2cc3c(cc2[nH]c1=O)OCO3 | i | 1 | -1 | 8 | i | -6 | i | i | i | i | i
19 | C(=C\c1nccc2c1[nH]c1ccccc12)/c1ccccc1 | i | -1 | 1 | 43 | i | -4 | i | i | i | i | i
20 | O=C(CCN1CCCCC1)c1ccc2c(c1)OCO2 | i | 1 | 16 | 4 | i | -2 | i | i | i | i | i
21 | COc1ccc(N(CC(=O)NCCSC(C)(C)C)S(C)(=O)=O)c(OC)c1 | i | 1 | 2 | -9 | i | -6 | i | i | i | i | i
22 | Cc1c(Cl)cccc1NC(=O)COC(=O)CN1C(=O)NC(C)(C)C1=O | i | 0 | 1 | -9 | i | -4 | i | i | i | i | i
23 | O=S(=O)(Nc1cc(C(F)(F)F)ccc1N1CCOCC1)c1ccc2ccccc2c1 | i | 4 | -3 | 2 | i | -4 | i | i | i | i | i
24 | COc1cccc(/C=N/NC(=O)c2nnn(-c3nonc3N)c2-c2cccs2)c1 | i | -1 | 44 | 11 | i | -7 | i | i | i | i | i
25 | O=C(NCCN1CCOCC1)NC1(C(F)(F)F)Oc2ccccc2O1 | i | 2 | 0 | -6 | i | -8 | i | i | i | i | i
26 | CCCN(CCC)CCN1C(=O)C2C(C(=O)Nc3cccc(SC)c3)C3C=CC2(O3)C1C(=O)NC1CCCCC1 (stereo not drawn) | i | / | -1 | 0 | i | -10 | i | i | i | i | i
27 | COc1cc(NS(C)(=O)=O)c(OC)cc1NC(=O)c1ccccc1 | i | -3 | -6 | 4 | i | -7 | i | i | i | i | i
28 | CC1CC(CCC(=O)NC(=S)Nc2ccc(Cl)cn2)C(=O)O1 (stereo not drawn) | i | -13 | 2 | 4 | i | -7 | i | i | i | i | i
29 | COc1ccc(-n2c(COc3ccc(C)cc3)nnc2SCC(=O)O)cc1 | i | 7 | 12 | -1 | i | -5 | i | i | i | i | i
30 | CCCCN(CCCNC(=O)Cn1nc(CC)n2c(cc3sc(C)cc32)c1=O)Cc1ccccc1 | i | 0 | -3 | 0 | i | -8 | i | i | i | i | i
31 | C/C(=N\NC(=O)Cc1ccc(O)cc1)c1cccnc1 | i | 1 | 4 | -5 | i | -9 | i | i | i | i | i
32 | CCc1nnc(NC(=O)CCN2C(=O)CCC2=O)s1 | i | 0 | -4 | -1 | i | -4 | i | i | i | i | i
33 | O=C(NC1CCCCC1)C1CCC(=O)N(Cc2cccc(C(F)(F)F)c2)C1 (stereo not drawn) | i | 0 | 0 | 3 | i | -5 | i | i | i | i | i
34 | C=CCc1c(C)nn(CC(=O)O)c1-c1ccccc1 | i | 0 | -2 | 0 | i | -2 | i | i | i | i | i
35 | O=c1[nH]ncc2c3ccccc3n(Cc3ccccc3)c12 | i | -3 | 26 | 4 | i | 0 | i | i | i | i | i
36 | COc1ccc(CNC(=O)CSc2nnnn2C)cc1OC | i | 2 | -3 | / | i | -3 | i | i | i | i | i
37 | CCCCn1c(N)c(N(CC)C(=O)c2ccc(N(C)S(=O)(=O)c3ccc(C)cc3)cc2)c(=O)[nH]c1=O | i | 1 | 2 | 3 | i | -6 | i | i | i | i | i
38 | CCC(C)(C)NC(=O)C(NS(=O)(=O)c1cccs1)c1ccccc1 (stereo not drawn) | i | 0 | -1 | / | i | -5 | i | i | i | i | i
39 | CCOC(=O)C(NC(=O)c1ccccc1)(OCc1ccccc1)C(F)(F)F (stereo not drawn) | i | 0 | 5 | -5 | i | -7 | i | i | i | i | i
40 | CCOC(=O)N1CCN(C(=O)COc2ccc(Br)cc2Cl)CC1 | i | 1 | -1 | -1 | i | -8 | i | i | i | i | i
41 | COc1ccc(-n2nc(C(=O)Nc3cc(OC)c(OC)c(OC)c3)c3ccccc3c2=O)c(OC)c1 | i | -3 | -4 | -2 | i | -1 | i | i | i | i | i
42 | Cc1cc(C(=O)CSc2ncn[nH]2)c(C)n1-c1cccc(S(=O)(=O)N2CCOCC2)c1 | i | -1 | 1 | -1 | i | -9 | i | i | i | i | i
43 | C/C(=N\NC(=O)c1cccc(S(=O)(=O)N2CCCC2)c1)c1ccccc1F | i | -3 | 12 | 17 | i | -16 | / | i | i | i | i
44 | COc1cccc([C@@H]2Oc3ccc(OC)cc3C(=O)[C@H]2OC(=O)N[C@H](C)C2CCCCC2)c1 | i | 0 | -2 | / | -8.7* | -6 | i | i | i | i | /
45 | CCOC(=O)C1CCCCN1Cc1cccc(OCc2ccccc2)c1 (stereo not drawn) | i | -1 | -1 | -2 | i | -17 | i | i | i | i | i
46 | COC(=O)c1sccc1NC(=O)Nc1cc(C)cc(C)c1 | i | -2 | / | 7 | i | -11 | / | i | i | i | i
47 | O=C(c1ccccc1F)N1CCN(Cc2cccc(Cl)c2)CC1 | i | 10 | 0 | -3 | i | -4 | i | i | i | i | i
48 | COCCNC(=O)CCn1nc(-c2ccc(Cl)cc2)c2ccccc2c1=O | i | -2 | -1 | -1 | i | -7 | i | i | i | i | i
49 | Cc1ccccc1NC(=S)N1CCN(c2ccccc2Cl)CC1 | i | -2 | -2 | -7 | i | -8 | i | i | i | i | i
50 | C[n+]1cccc(C(=O)Nc2ccccc2)c1 | i | 1 | -2 | -1 | i | 1 | i | i | i | i | i
51 | CCS(=O)(=O)c1ccc(N)cc1 | i | 1 | -1 | 6 | i | -5 | i | i | i | i | i
52 | CCOc1cc(C2C(C(=O)OC)=C(C)N=C3SCCC(=O)N32)ccc1OC(C)=O (stereo not drawn) | i | -1 | 0 | 0 | i | -6 | i | i | i | i | i
53 | COCCn1c(-c2ccccc2)nc2oc3cc(OC)ccc3c(=O)c2c1=O | i | 5 | 2 | 10 | i | -6 | i | i | i | i | i
54 | CC(C)CNC(=O)c1ccccc1NC(=O)c1ccc(CN2CCOCC2)cc1 | i | 0 | 2 | 4 | i | -3 | i | i | i | i | i
55 | CC(C)CNC(=O)COc1cccc(C(=O)NCc2ccccc2)c1 | i | 0 | -2 | -4 | i | -4 | i | i | i | i | i
56 | O=C(Nc1cccnc1)Nc1cccc([N+](=O)[O-])c1 | i | -2 | / | 8 | i | -6 | i | i | i | 6* | i
57 | CCOC(=O)N1CCC(NC(=O)c2cc(S(=O)(=O)N3CCC4(CC3)OCCO4)ccc2F)CC1 | i | -4 | -3 | 0 | i | -9 | i | i | i | i | i
58 | COc1cccc(CNC(=O)C2CCCN(S(=O)(=O)c3cnc[nH]3)C2)c1 (stereo not drawn) | i | 6 | -1 | 3 | i | -5 | i | i | i | i | i
59 | C/C=N/NC(=O)c1cc(Br)ccc1O | i | -1 | 1 | -6 | i | -7 | i | i | i | i | i
60 | CCOC(=O)c1sc(NC(=O)c2ccco2)nc1-c1ccccc1 | i | 4 | -4 | 0 | i | -4 | i | i | i | i | i
61 | COc1ccc(/C=N/NC(=O)c2cccc(O)c2)cc1Cn1nc(C)c([N+](=O)[O-])c1C | i | 3 | 1 | -2 | i | -21 | i | i | i | i | i
